D1 antagonist = Antagonist of Human D 1 Dopamine Receptor: qHTS; D(1A) dopamine receptor (Homo sapiens), P21728; HEK293 TREx D1 cells, calcium flux, dopamine EC80; hits give low values; activity change, negative = inhibition, % at 10 µM; actives 3.2% (n = 360,000); in the data active means activity change below about -30%; further: on the % scale 0 is the no-effect control and ±100 the full control effect
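Tetracycline-induced HEK293 Trex D1 cells, force-coupled to calcium, dye-loaded; compounds added and read 180 s, then EC80 dopamine added and calcium flux tracked kinetically another 180 s.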
D2 PAM = HTS Assay for Positive Allosteric Modulators of the Human D2 Dopamine Receptor: Primary Screen for Potentiators; D(2) dopamine receptor (Homo sapiens), P14416; HEK293 T-REx D2, calcium flux, EC20 dopamine potentiation; potentiation, % at 10 µM; actives 0.34% (n = 340,000); AID 485347, 2010;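 active means potentiation over 3 SD above the plate norm, cut at about 30% in these data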; further: 0% is about no effect
Target sequence (P14416 whole entry, looked up): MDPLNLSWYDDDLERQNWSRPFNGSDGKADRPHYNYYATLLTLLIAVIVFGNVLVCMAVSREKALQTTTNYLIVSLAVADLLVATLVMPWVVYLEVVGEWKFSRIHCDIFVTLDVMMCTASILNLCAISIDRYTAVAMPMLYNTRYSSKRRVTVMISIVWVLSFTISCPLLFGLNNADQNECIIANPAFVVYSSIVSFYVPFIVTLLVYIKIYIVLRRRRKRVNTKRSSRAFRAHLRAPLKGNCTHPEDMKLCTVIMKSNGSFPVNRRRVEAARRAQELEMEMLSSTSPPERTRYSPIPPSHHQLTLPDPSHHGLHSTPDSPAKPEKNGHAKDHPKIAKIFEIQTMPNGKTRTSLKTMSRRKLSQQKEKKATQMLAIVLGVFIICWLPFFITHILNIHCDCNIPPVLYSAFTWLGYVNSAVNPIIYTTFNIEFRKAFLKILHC
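Potentiation of an EC20 dopamine calcium response measured kinetically over 180 s, after a preceding 180 s compound-only read flagging agonists. Cells: inducible Hek293 Trex D2 line, 4000/well, cultured overnight at 30 C before dye loading.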
RXFP1 agonist = qHTS Assay for Agonists of the Relaxin Receptor RXFP1; Relaxin receptor 1 (Homo sapiens), Q9HBX9; HEK293T-RXFP1 cAMP TR-FRET, 30 min; response scale: percent of porcine relaxin response, buffer zero; Potency, µM (series often up to 57.5 µM), inactives show at the top dose activation, usual class: activators; actives 0.3% (n = 370,000); further: potency means the concentration at half of the fitted maximal effect; on the % scale 0 is the no-effect control and ±100 the full control effect; nearly all actives have a fitted effect of over 60% in size; many of its hits are not listed in these tables
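HEK293 cells stably expressing RXFP1, treated 30 min at 37C with compounds plus PDE4 inhibitor Ro 20174; cAMP measured by HTRF TR-FRET. Normalized to buffer and 29 nM porcine relaxin; EC50 by Hill fit.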
Vif-APOBEC3G blk = qHTS for Inhibitors of Vif-A3G Interactions: qHTS. AID 602310, 2012. DNA dC->dU-editing enzyme APOBEC-3G (Homo sapiens), Q9HC16. Potency, µM (top dose mostly 46.1 µM), for inactives: at the highest dose activity, negative = active, hits mostly inhibitors. HeLa A3G-eYFP + Vif (tagged APOBEC3G with the HIV-1 protein that degrades it), YFP fluorescence, overnight. actives 0.076% (n = 410,000);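 further: potency means the concentration at half of the fitted maximal effect; on the % scale 0 is the no-effect control and ±100 the full control effect; nearly all actives have a fitted effect of over 60% in size; hits raise eYFP signal because A3G escapes Vif-driven loss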
Target sequence (Q9HC16 whole entry, looked up): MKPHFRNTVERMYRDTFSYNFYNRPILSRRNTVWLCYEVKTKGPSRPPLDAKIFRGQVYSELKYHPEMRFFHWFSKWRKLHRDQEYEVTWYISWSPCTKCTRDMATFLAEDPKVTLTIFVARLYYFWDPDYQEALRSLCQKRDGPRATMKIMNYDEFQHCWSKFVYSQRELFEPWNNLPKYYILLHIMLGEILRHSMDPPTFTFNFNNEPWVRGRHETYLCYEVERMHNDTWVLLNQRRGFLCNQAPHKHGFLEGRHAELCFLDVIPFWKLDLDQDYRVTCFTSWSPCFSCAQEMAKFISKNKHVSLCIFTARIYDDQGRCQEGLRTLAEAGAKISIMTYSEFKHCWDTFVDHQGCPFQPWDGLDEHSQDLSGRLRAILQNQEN
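Read-out is eYFP fluorescence (Ex 488/Em 500-530) from Vif-expressing HeLa A3G-eYFP cells; more signal means A3G escaped Vif-mediated degradation. Cells plated overnight, compound pinned in, incubated overnight at 37 deg C.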
D1 ag = Allosteric Agonists of the Human D1 Dopamine Receptor: qHTS; actives 1% (n = 360,000); activation, % at 2 µM; D(1A) dopamine receptor (Homo sapiens), P21728; HEK293 T-REx D1 cells, calcium flux, agonist mode; in the data active means activation above about 30%; further: 0% is about no effect
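Tetracycline-induced HEK293 TREx D1 cells, force-coupled to calcium signalling, were dye-loaded with a no-wash calcium kit. Compound was pin-added after a 10 s baseline. Fluorescence was read kinetically at 1 cycle/s for 180 s, with calcium rises flagged as agonism.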
Vif-APOBEC3F blk = qHTS for Inhibitors of Vif-A3F Interactions: qHTS; AID 602313, 2012; Potency, µM (doses to about 46.1 µM), inactives show at the highest dose activity, negative = active; actives 0.2% (n = 390,000); HeLa A3F-eYFP + Vif (tagged APOBEC3F with the HIV-1 protein that degrades it), YFP fluorescence increase; further: potency means the concentration at half of the fitted maximal effect; % of control where 0% means no effect; nearly all actives have a fitted effect of over 65% in size
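HeLa cells stably expressing A3F-eYFP plus Vif, plated and incubated overnight at 37 deg C, then exposed to compounds overnight at 37 deg C. Blocked degradation read as raised yellow fluorescence (Ex 488/Em 500-530).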
LDHA block = qHTS assay for inhibitors of human lactate dehydrogenase | purified LDHA, NADH/diaphorase-resazurin fluorescence; hits give low values | activity change, % (values are at about 110 or 230 µM) | actives 0.15% (n = 480,000); in the data active means activity change below about -30%; inconclusive means mostly about -25% to -30%;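 further: plate controls were DMSO wells for no effect and wells without enzyme for full effect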
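Remaining NADH was detected by diaphorase (0.133 mg/mL) converting 37 µM resazurin to fluorescent resorufin, read at 0 and 20 minutes. The preceding 5-minute room-temperature reaction used 2 nM LDHA, 0.2 mM sodium pyruvate and 0.06 mM NADH at pH 7.4.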
D1 potentiator = Potentiators of Human D1 Dopamine Receptor: qHTS; HEK293 TREx D1 cells, calcium flux, dopamine EC20 potentiation; potentiation, % at 10 µM; actives 0.036% (n = 360,000); AID 504651, 2011; in the data active means potentiation above about 30%; further: 0% is about no effect
Glioma ERSR ind = qHTS for Inducers of the Endoplasmic Reticulum Stress Response (ERSR) in Human Glioma: qHTS | U87-MG GRP78 promoter luciferase reporter, 16 h | Potency, µM, for the others: at the top dose activation, most hits filed as activators | AID 602332, 2012 | actives 0.02% (n = 420,000); further: potency means the concentration at half of the fitted maximal effect; series mostly up to about 76 µM; % of control where 0% means no effect; nearly all actives have a fitted effect of over 35% in size
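ERSR induction read as luciferase luminescence (Bright-Glo, 10 min at room temperature) in stably transfected human U87-MG glioma cells exposed to compounds for 16 h, using GRP78 as sensor.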
* hit, by the source's call; u = inconclusive; x = no result given; & = joins results of further samples. Unless noted, the call rests on the fitted dose curve; in most records, active means well fitted curve in the direction sought with a large enough effect; inconclusive means small, poorly fitted or top-dose-only effect, or another doubt; inactive means no such curve, though single readings can be large; an effect the other way counts as inactive or inconclusive. Some of the compounds tested. The share of hits here may be higher or lower than overall.

SMILES	D1 antagonist	D2 PAM	RXFP1 agonist	Vif-APOBEC3G blk	D1 ag	Vif-APOBEC3F blk	LDHA block	D1 potentiator	Glioma ERSR ind
CCOC(=O)C1=C(C)N(CCC(=O)O)C(=O)NC1c1ccccc1Cl (configuration not stated)	x	x	x	-4%	x	5%	-8	x	-7%
CC1CN(C(=O)Nc2ccc(C(=O)NCc3cccc(F)c3)cc2)c2ccccc2S1 (configuration not stated)	-43*	-9	-2.3%	6%	0	-3%	5	4	-2%
C[C@H](CO)N1C[C@H](C)[C@@H](CN(C)CC2CCCCC2)Oc2ccc(NC(=O)CCN3CCOCC3)cc2C1=O	x	x	x	3%	x	-3%	-3	x	-3%
COCCN(Cc1cccs1)S(=O)(=O)c1csc(C(N)=O)c1	7	5	1.6%	-1%	2	7%	-8	2	-1%
C=CCOc1c(Br)cc(CNc2ccc(NC(=O)C(C)C)c(OC)c2)cc1OC	-7	4	2.3%	u	0	-6%	15	2	-2%
Cc1ccn2c(CNCCn3cccn3)c(C(=O)N3CCCCCC3)nc2c1	-1	10	-0.7%	-1%	1	3%	-5	3	1%
COc1ccc(-c2oc3ccccc3c(=O)c2OC(=O)c2ccc(C)cc2)cc1	-2	31*	1.2%	-4%	11	5%	2	2	-2%
O=C(/C=C/c1ccccc1)N/C(=C/c1ccccc1)C(=O)NCCCO	11	-3	1.5%	0%	2	3%	-2	6	1%
CCN(CC)S(=O)(=O)c1ccc(N2CCCC2)c(C(=O)OCC(=O)Nc2cc(C)on2)c1	-14	-6	0.0%	-12%	3	4%	-4	0	1%
Cc1ccc(OC(=O)c2cccc([N+](=O)[O-])c2)c(-n2nc3ccccc3n2)c1	21	4	0.1%	0%	1	-2%	-13	-3	0%
C[C@H](CO)N1C[C@H](C)[C@@H](CN(C)S(=O)(=O)c2ccccc2)Oc2c(NC(=O)C3CC3)cccc2C1=O	x	x	x	-9%	x	-1%	-2	x	-2%
CCCCC1C(C#N)=C(C)NC2=C1C(=O)CC(C)(C)C2 (configuration not stated)	9	x	4.6%	1%	0	1%	-2	-2	-4%
COc1ccc(CNc2ccc3c(c2)nc(C)n3C)cc1OC	2	8	-0.9%	-7%	5	4%	2	-5	1%
COc1cccc(C(=O)c2ncc(C(F)(F)F)cc2Cl)c1	5	36*	-0.2%	-1%	1	0%	10	-1	-1%
Cc1ccc(OCCN2C(=O)NC3(CCc4ccccc4C3)C2=O)cc1 (configuration not stated)	2	3	0.3%	2%	4	-8%	-5	-3	-1%

Entries shown so far that have fluorine (two):
SMILES	D1 antagonist	D2 PAM	RXFP1 agonist	Vif-APOBEC3G blk	D1 ag	Vif-APOBEC3F blk	LDHA block	D1 potentiator	Glioma ERSR ind
CC1CN(C(=O)Nc2ccc(C(=O)NCc3cccc(F)c3)cc2)c2ccccc2S1 (configuration not stated)	-43*	-9	-2.3%	6%	0	-3%	5	4	-2%
COc1cccc(C(=O)c2ncc(C(F)(F)F)cc2Cl)c1	5	36*	-0.2%	-1%	1	0%	10	-1	-1%

Remaining list, next part:
SMILES	D1 antagonist	D2 PAM	RXFP1 agonist	Vif-APOBEC3G blk	D1 ag	Vif-APOBEC3F blk	LDHA block	D1 potentiator	Glioma ERSR ind
COc1ccc(NC(=O)c2ccc(-c3cccc(Cl)c3C)o2)cc1	-5	-8	-2.9%	0%	-3	1%	-8	4	0%
O=C(c1cccs1)n1cc(C(=S)N2CCOCC2)c2ccccc21	-4	6	1.9%	-7%	-1	4%	0	-5	1%
COc1ccc(OC(=O)Nc2ccccc2)cc1	x	5	-1.4%	2%	1	0%	-3	-1	6%
CCCCC[C@H]1CN(C2CCCCC2)C(=O)[C@@H]1CC(=O)NCc1ccccc1	4	2	-1.5%	1%&-1%	3	-3%	1	0	-3%&-1%
CN(C)CCCN1C(=O)C(=O)/C(=C(/O)c2ccc3c(c2)OCCO3)C1c1ccco1 (configuration not stated)	4	8	1.6%	x	2	x	x	2	x
Cc1cccc(CSc2ncc(Cl)c(C(=O)Nc3sc4c(c3C#N)CCCC4)n2)c1	5	7	2.0%	2%	1	0%	0	3	-1%
O=C(OCC(=O)N1CCOCC1)c1cccc(S(=O)(=O)N2CCCc3ccccc32)c1	5	20	1.5%	-2%	15	7%	-1	-6	-3%
CCOC(=O)CC(=O)Nc1cc2ccc(OC)c(OC)c2cc1C(=O)OCC	x	x	x	0%	x	-1%	-3	x	-2%
CC(=O)Oc1ccc(/C=N/NC(=O)CCSc2ccccc2)cc1	-17	15	0.3%	-8%	5	11%	-3	-5	-2%
CNS(=O)(=O)Cc1ccc2[nH]cc(CCN(C)C)c2c1	5	-2	0.2%	-13%&-1%	1	-15%&-2%	0&-3	2	-1%&-2%&-2%
Cc1cc(C)cc(NS(=O)(=O)c2ccc(NC(=S)Nc3ccccc3)cc2)c1	-4	8	3.3%	-4%	3	-21%	-2	0	-5%
CCOC(=O)N1CCN(C(=O)C2CCN(C(=O)c3cc4sccc4n3CC)CC2)CC1	-10	9	-1.0%	0%	3	-3%	-6	-1	-6%
Cc1ccc(C)c(OCC(=O)Nc2cc(NC(=O)COc3cc(C)ccc3C)cc(C(=O)O)c2)c1	-21	4	2.4%	2%	8	-1%	4	-10	-2%
Cc1ccc(S(=O)(=O)N2C[C@@H](C)[C@]3(C2)[C@H](O)[C@H](OC(=O)NCc2ccccc2)C[C@H]2C(=O)N(c4ccccc4)C(=O)[C@H]23)cc1	x	x	x	-1%	x	-2%	1	x	2%
COc1ccc(Nc2nc(N3CCCCC3)nc3ccccc23)c(OC)c1	-6	-2	1.1%	0%	11	1%	4	-3	-3%
COc1ccc(N2CC(NS(=O)(=O)c3ccc4ccccc4c3)CC2=O)cc1 (configuration not stated)	9	-5	-0.1%	3%	11	-3%	-1	3	-4%
COc1cccc(NS(=O)(=O)c2ccc(S(=O)(=O)N3CCCC3)cc2)c1	-28	17	5.0%	0%	9	-4%	3	-5	-3%
N#Cc1c(-c2cccc(Br)c2)cc(-c2cccnc2)nc1N	-4	3	19%	-22%	1	-10%	3	-5	-12%
COc1ccc2c(c1)NC(=O)CC(c1ccccc1)=N2	6	9	0.4%	-22%	1	2%	-3	3	7%
COc1ccc(NC(=O)N2CCCC(c3nc(-c4ccc(F)cc4)no3)C2)cc1 (configuration not stated)	-14	-1	-0.1%	3%	3	1%	2	0	4%
CCC(C(=O)NCc1ccco1)N(C(=O)CNS(=O)(=O)c1ccccc1)C1CCCCC1 (configuration not stated)	4	-7	2.2%	0%	2	0%	5	-3	-3%
Cc1ccc(Nc2nc(NCCO)nc(N3CCCC3)n2)cc1	x	x	x	3%	x	-8%	-1	x	0%
O=C1CN(CC(=O)N2CCCCC2)c2ccccc2O1	-16	-8	2.1%	-30%	4	5%	32	-4	-7%
CC(=O)N1CCCc2cc(S(=O)(=O)NC(C(=O)NC(C)c3ccccc3)C(C)C)ccc21 (configuration not stated)	-5	11	-0.2%	0%	5	-5%	0	3	-2%
O=C(/C=C/c1ccc(-c2ccccc2)o1)c1ccccc1	-7	8	-0.4%	-24%	7	3%	0	3	5%
CCc1ccccc1NC(=O)C1CCCN(S(=O)(=O)c2cccc3nsnc23)C1 (configuration not stated)	5	-1	0.4%	1%	-1	0%	-7	1	-3%
CCc1ccc2[nH]c(=O)c(C(c3nnnn3CC3CCCO3)N3CCN4CCCC4C3)cc2c1 (configuration not stated)	2	-17	-0.8%	1%	2	0%	-4	1	0%
CCOCCCNC(=O)C1CCN(C(=O)Nc2ccc(Cl)cc2)CC1	-1	7	-0.8%	0%	1	-1%	0	1	2%
COc1ccc(Nc2c(-c3ccc(C)cc3)nc3cnccn23)cc1	5	-1	2.4%	5%	0	0%	3	-6	-1%
S=c1[nH]c2cc3c(cc2[nH]1)OCCO3	8	9	-1.0%	1%	2	14%	2	1	-1%
Cc1ccc(-n2c(CSc3nc(C)cc(C)n3)nnc2SCC(=O)NCc2ccco2)cc1	23	9	3.1%	-1%	1	-4%	0	-2	-4%
COc1ccc(CN(C)C(=O)Cc2ccc(OC)c(S(=O)(=O)N3CCOCC3)c2)cc1	-19	6	0.8%	1%	2	8%	-3	-10	-1%
COC(=O)Nc1ccc(S(=O)(=O)N2CCCCC2C(=O)O)cc1 (configuration not stated)	x	-7	0.9%	-1%	-2	-13%	-3	0	-6%
NCC(=O)Nc1ccc(Br)cc1	-12	3	2.2%	1%	2	-3%	-9	1	-5%
CN(c1ccccc1)S(=O)(=O)c1cccc(NC(=O)CC(C)(C)C)c1	-10	4	-0.2%	2%	6	-1%	4	-8	-4%
COc1cc(C(=S)N(C)C)ccc1O	3	17	0.9%	-3%	5	-11%	0	-2	-4%
Cc1ccc(OCC(=O)N(Cc2cccs2)C2CCS(=O)(=O)C2)cc1 (configuration not stated)	-14	8	3.7%	0%	2	1%	-1	4	-1%
O=C(O)c1cccc(S(=O)(=O)Nc2cccc(S(=O)(=O)N3CCCC3)c2)c1	8	13	2.0%	-6%	0	0%	-1	1	-6%
COc1ccc(CCNC(=O)C(=O)NCC2OCCN2S(=O)(=O)c2ccc(C)cc2)cc1 (configuration not stated)	-2	-1	2.2%	3%	6	0%	-17	-12	-4%

D1 antagonist, what is marked active above.
| SMILES | D1 antagonist | D2 PAM | Vif-APOBEC3G blk | D1 ag | Vif-APOBEC3F blk | LDHA block | D1 potentiator | Glioma ERSR ind |
| --- | --- | --- | --- | --- | --- | --- | --- | --- |
| CC1CN(C(=O)Nc2ccc(C(=O)NCc3cccc(F)c3)cc2)c2ccccc2S1 (configuration not stated) | -43* | -9 | 6% | 0 | -3% | 5 | 4 | -2% |

Screening results: PubChem BioAssay, National Center for Advancing Translational Sciences (NCATS)
